From PubChem
Apaf1 inhib: inhibitors of human Apaf-1 apoptosome | inhibition, % at 20 µM | reconstituted apoptosome caspase-3 activity, DEVD-Rh110 fluorescence | AID 489030 | O14727 | actives 0.71% (n = 330,000); active = inhibition of at least 40% at 20 µM;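 note: plate controls were DMSO wells for no effect and DEVD-CHO caspase inhibitor wells for full effect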
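Material: cell-free apoptosome with Apaf-1, procaspase-3 and caspase-9; Buffer or medium: Hepes pH 7.5 with detergent and BSA; Reagent: cytochrome c trigger plus (Z-DEVD)2-Rh110 caspase-3 substrate; Times: compound with Apaf-1, dATP, procaspase-3 30 min, then 50 min reaction, room temperature; Technique: Rh110 fluorescence intensity.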
SENP8 block-1: SENP8 protease inhibition | Q96LD8 | purified SENP8, Z-RLRGG-aminoluciferin cleavage, luminescence | inhibition, % at 10 µM | actives 1.2% (n = 330,000) | AID 2540; in the data active = inhibition above about 50%
SENP1 inh: blocks the human SENP1 SUMO protease catalytic domain. recombinant SENP1 catalytic domain, CyPet-SUMO1-YPet FRET cleavage. Q9P0U3. AID 624204. inhibition, % at 10 µM. actives 0.21% (n = 360,000);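 active = inhibition at least 30% at 10 µM, raw YFP signal under a set limit, fluorescence ratio 0.5 to 1.5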;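 note: 0% = enzyme with DMSO and 100% = no enzyme wells; some results filed as inactive read as strong as hits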
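Compound: 10 µM single point, 0.5% DMSO; Test system: hSENP1 catalytic domain, recombinant; Timing: 50 min reaction at room temperature; Technique: FRET, CFP and YFP emission; Control set: no-enzyme wells low, DMSO-plus-enzyme wells high control.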
PfG6PD inh: PfG6PD (Plasmodium falciparum) enzyme inhibition | inhibition, % at 20 µM | actives 0.78% (n = 350,000) | PfGluPho enzyme, NADPH resazurin-diaphorase fluorescence;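 active = inhibition reaching at least a set limit at 20 µM in the primary screen, cut at about 59% in these data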;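 note: 0% = DMSO wells with substrate and 100% = DMSO wells lacking glucose-6-phosphate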
HKDC1 inh: blocks human hexokinase HKDC1 activity | recombinant HKDC1, G6PDH/diaphorase resazurin coupled fluorescence | inhibition, % at 20 µM | actives 0.16% (n = 340,000);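 active = inhibition above about 35% when tested at 20 µM, limit read from the data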;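 note: plate controls were DMSO wells with enzyme for no effect and DMSO wells lacking enzyme for full effect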
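Assay system: in-house recombinant HK5 (HKDC1) enzyme. Input: HKDC1 at 5 µg/mL. Medium: Tris pH 8.0 buffer with MgCl2, Tween-20, BSA, BME. Dosing: single 20 µM dose. Schedule: 90 min reaction incubation at room temperature, dark. Signal: resazurin-to-resorufin fluorescence via G6PDH and diaphorase coupling, 525/613 nm. Controls: DMSO-enzyme wells negative, buffer-substituted wells positive.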
SENP8 block-2: blocks human SENP8 cleavage of Nedd8 substrate | Q96LD8 | recombinant SENP8, Nedd8 substrate fluorescence | inhibition, % at 20 µM | actives 0.64% (n = 360,000) | AID 602440; in the data active = inhibition mostly above about 40%, no sharp cut-off; inactive = mostly below about 27%
SENP6 block: SENP6 protease inhibition; Recombinant SENP6 catalytic domain, aminoluciferin luminescence; Q9GZR1; actives 1.8% (n = 330,000); AID 2599; inhibition, % at 10 µM;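 active = inhibition above about 50% at the single tested dose, limit read from the data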;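 note: plate controls were DMSO wells with enzyme for no effect and DMSO wells lacking enzyme for full effect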
Target sequence (Q9GZR1 628-1112 limits assumed): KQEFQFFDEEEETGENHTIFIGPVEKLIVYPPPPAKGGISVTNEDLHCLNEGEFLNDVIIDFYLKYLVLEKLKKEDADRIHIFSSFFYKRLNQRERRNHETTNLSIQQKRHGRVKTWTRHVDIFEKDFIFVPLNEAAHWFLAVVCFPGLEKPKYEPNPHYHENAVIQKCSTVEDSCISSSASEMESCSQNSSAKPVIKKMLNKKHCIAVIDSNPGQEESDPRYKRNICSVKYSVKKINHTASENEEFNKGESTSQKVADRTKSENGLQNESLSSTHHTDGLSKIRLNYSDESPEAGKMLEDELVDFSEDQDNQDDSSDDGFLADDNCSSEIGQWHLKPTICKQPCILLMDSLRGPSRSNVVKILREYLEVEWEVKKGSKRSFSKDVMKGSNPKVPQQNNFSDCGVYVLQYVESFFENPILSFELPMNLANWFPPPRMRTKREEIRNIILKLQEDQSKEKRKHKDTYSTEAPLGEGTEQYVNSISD
SENP7 block: SENP7 protease inhibition | Q9BQF6 | recombinant SENP7, Z-RLRGG-aminoluciferin luminescence, 40 min | inhibition, % at 5 µM | actives 1.5% (n = 330,000);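 active = inhibition above about 50% at the single test dose, limit read from the data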;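 note: plate controls were DMSO with enzyme for no effect and no enzyme buffer wells for full effect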
Target sequence (Q9BQF6 706-1050 limits assumed): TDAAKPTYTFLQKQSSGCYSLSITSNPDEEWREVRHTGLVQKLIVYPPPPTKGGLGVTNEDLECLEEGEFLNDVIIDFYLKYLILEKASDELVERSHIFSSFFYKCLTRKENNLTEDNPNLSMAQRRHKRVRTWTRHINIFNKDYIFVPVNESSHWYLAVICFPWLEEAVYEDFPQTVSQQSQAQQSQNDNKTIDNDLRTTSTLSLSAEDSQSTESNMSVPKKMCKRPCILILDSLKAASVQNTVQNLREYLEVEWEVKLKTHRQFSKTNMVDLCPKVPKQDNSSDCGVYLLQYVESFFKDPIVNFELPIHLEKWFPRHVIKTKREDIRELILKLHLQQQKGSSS
Active calls of the source: *; nt = not tested or not shown. Outcome played no part in choosing rows (roughly 3.6% active in at least one column).

SMILES	Apaf1 inhib	SENP8 block-1	SENP1 inh	PfG6PD inh	HKDC1 inh	SENP8 block-2	SENP6 block	SENP7 block
O=C(COC(=O)c1cccc2c1C(=O)c1ccccc1C2=O)NC1CCCCC1	20	-7	1	-18	11	20	28	-7
CCCCn1c(SCC(=O)NCc2ccco2)nc2c(sc3ccccc32)c1=O	12	-7	-2	0	4	-12	-13	-6
CC(C)C[C@@H](CO)N1CCN(Cc2ccc(Br)cc2)CCC1=O	-2	-6	0	11	-3	8	-5	-1
COc1cccc(C(=O)Nc2ccccc2N2CCOCC2)c1	12	-6	1	-6	-1	18	-17	-12
CC1(C)NC(=O)N(CC(O)CN2CCOCC2)C1=O (stereo not drawn)	-2	-4	1	-6	-2	22	-2	-9
CN(CC(=O)Nc1ccccc1Cl)C(=O)COC(=O)Cc1ccc(F)cc1	1	4	3	-6	-2	4	3	-7
CC(=O)N1CC(C)Sc2ccc(S(=O)(=O)NCCc3cccc(C)c3)cc21 (stereo not drawn)	-2	6	0	12	-2	21	-8	8
COc1ccc(C(CNC(=O)c2cccc(Br)c2)N2CCCC2)cc1 (stereo not drawn)	-5	-6	-2	0	13	13	-17	-8
COc1cc(NC(=O)c2cc([N+](=O)[O-])ccc2NC(=O)CNC2CCCCC2C)cc(OC)c1 (stereo not drawn)	10	4	2	27	1	21	26	10
COC(=O)C1=C(C)NC(=O)NC1c1ccc([N+](=O)[O-])o1 (stereo not drawn)	11	-5	-3	0	-7	12	6	-11
CCCn1c(COc2ccccc2OC)nc2ccccc21	5	7	-2	-17	-3	15	11	4
CCCNC(=O)C(Cc1ccc(Cl)cc1)NC(=O)c1ccc(-c2ccccc2)cc1 (stereo not drawn)	-2	-4	2	-6	-3	3	0	-5
OC1CCN(C(=S)Nc2ccc(Nc3ccccc3)cc2)CC1	-2	-1	1	10	-3	7	4	-2
OC(C#CCN1CCOCC1)c1cccs1 (stereo not drawn)	-7	-6	1	1	-5	1	-17	-7
Cc1ccc(O)c(C2=Nc3ccccc3N=C(c3ccco3)C2)c1	12	5	11	14	0	-184	-8	1
COc1cc(S(=O)(=O)N2CCOCC2)ccc1NC(=O)COC(=O)C12CC3CC(CC(C3)C1)C2	23	6	-5	17	11	14	-1	3
CCc1nnc(NC(=O)C2CCCN2S(=O)(=O)c2ccc(F)cc2)s1 (stereo not drawn)	1	-5	0	9	-3	6	8	-13
COc1ccccc1N1CCN(C(=O)c2oc3ccc(F)cc3c2C)CC1	18	-9	0	-8	5	12	-18	2
COc1ccccc1-c1ccc(=O)n(CC(=O)Nc2ccc(C(=O)N3CCCC3)cc2)n1	-2	-1	0	2	-8	-50	-5	3
CCOc1ccc(N(CC(=O)N2CCOCC2)S(=O)(=O)c2ccc(Cl)cc2)cc1	6	0	1	-9	1	7	0	7
O=C(CN1C(=O)NC2(CCCCC2)C1=O)Nc1ccc(F)cc1	-4	7	1	-7	-8	7	4	6
COc1cccc(-c2ncc3ccccc3c2COC(=O)CCCC(=O)O)c1	-1	6	1	-33	3	4	2	9
C[C@@H](C(=O)NCc1ccccn1)[C@@H]1C[C@@]1(C)[C@@H](NC(=O)OCc1ccccc1)c1ccccc1	3	1	0	6	-2	-3	-5	2
COc1cccc(C(=O)COc2ccc3c(C)c(Cc4ccccc4)c(=O)oc3c2)c1	-8	-8	-2	-10	-11	7	-7	-5
CCCOc1ccc(C2c3c(oc4ccccc4c3=O)C(=O)N2CCN(CC)CC)cc1OC (stereo not drawn)	1	1	0	10	1	13	-7	0
COc1ccc(S(=O)(=O)NCCC(=O)NC2CCCCC2C)cc1[N+](=O)[O-] (stereo not drawn)	1	-8	2	-5	-2	-7	-15	6
CC(=O)N1CCN(S(=O)(=O)c2cccc(C(=O)Nc3ccc(C)cn3)c2)CC1	1	-16	0	-7	-6	-2	-17	7
O=C1C=C(c2cnc3ccccc3c2)C[C@@H](c2ccc3c(c2)OCO3)C1	14	1	1	-3	10	23	-10	-1
COCCNC(=O)C1=NOC(Cn2cc(C#N)c(=O)n(C)c2=O)C1 (stereo not drawn)	-5	-3	0	-16	-1	3	5	-8
CC(=O)NC(CC(=O)OCC(=O)N1c2ccccc2NC(=O)C1(C)C)c1ccccc1 (stereo not drawn)	0	-15	1	7	-8	-2	-12	-12
CCC(=O)N1CCc2cc(S(=O)(=O)CCC(=O)Nc3ccc(C(C)=O)cc3)ccc21	13	7	2	-7	-4	2	11	-4
COc1ccc(C2=NOC(C(=O)NC3CCCCC3)C2)cc1OC (stereo not drawn)	-20	-3	1	-2	-2	14	-3	-4
Cc1cc(N2C(=O)CCC2=O)n(-c2ccccc2)n1	3	-7	1	10	-5	-5	3	-2
COC(=O)c1cccc(S(=O)(=O)N(Cc2ccco2)Cc2cc3ccc(OC)cc3[nH]c2=O)c1	18	1	0	-11	9	-108	-22	-3
COc1ccc(-c2cccc(C(=O)NCC(=O)O)c2)cc1	-2	-1	-1	-20	4	10	-3	3
COc1ccc(-c2nn(-c3ccccc3)cc2/C=N/Nc2ccccn2)cc1OC	11	-13	3	70*	-7	-284	-9	0
CC(C)C(=O)NC(=S)Nc1ccc(S(=O)(=O)N(C)Cc2ccccc2)cc1	6	-1	3	-5	3	14	-3	1
CNC(=O)c1[nH]cnc1C(=O)Nc1ccc(F)cc1	-4	-2	2	-9	3	10	-3	13
O=C(NNC(=S)Nc1ccc(Br)cc1Cl)c1ccncc1	-8	2	-1	-25	-5	-3	30	4
COc1cccc(C2CC(c3cccs3)=NN2C(=S)Nc2ccccc2)c1OC (stereo not drawn)	7	-2	-4	5	-5	-208	-3	3
Cn1cccc1/C=C1\SC(=Nc2ccccc2)NC1=O	1	72*	-85	10	7	18	80*	65*
COc1cc(NS(=O)(=O)c2cccc3nsnc23)c(C(=O)O)cc1OC	nt	nt	2	-28	-5	11	nt	nt
CC1=C(C)CC(C(=O)NCC(=O)c2ccccc2)C(C(=O)O)C1 (stereo not drawn)	-23	7	3	-2	-12	-33	20	2
CCN(CC)C(=O)C1CCCN(C/C(C)=C/c2ccccc2)C1 (stereo not drawn)	-4	-6	2	-3	-8	4	-9	-7
O=C(Cn1c(=O)oc2cc(S(=O)(=O)N3CCCC3)ccc21)Nc1ccc(C(F)(F)F)cc1	-1	-1	-2	-7	-5	-191	-20	-1
Cc1cc(C(=O)N/N=C/C=C/c2ccc(Br)cc2)n[nH]1	5	10	0	-14	-2	11	0	0
CC(C)(C)c1ccc(OC(=O)c2ccc(-n3cncn3)nc2)cc1	6	-14	nt	nt	nt	nt	-3	-2
CN(C(=O)c1ccccc1C(=O)OCC(=O)c1ccccc1)c1ccccc1	25	-6	0	17	-5	2	-9	6
CC12CCC(C(=O)NCc3ccccc3Cl)(OC1=O)C2(C)C (stereo not drawn)	-28	9	1	-3	-6	22	-11	3
Cn1nccc1NC(=O)Nc1ccccc1	-1	-9	0	-12	-4	14	-17	-3
O=C(Nc1ccccc1)c1cccc(Cn2cc(C(F)(F)F)ccc2=O)c1	-9	-2	-1	2	0	13	-6	-3
Cc1ccccc1-c1noc(CNC(=O)COc2ccccc2)n1	-2	1	-1	9	-4	5	-8	0
CCOc1ccc(OCCC(=O)OCC(=O)NC2CCCCC2)cc1	8	3	-1	-9	4	-5	-12	-1
Cc1ccc(C(=O)O/N=C(\N)c2nonc2N)cc1	-10	97*	3	19	-9	4	98*	101*
CCOc1ccccc1NC(=O)CN(c1ccc(C)cc1)S(=O)(=O)c1c(C)noc1C	20	-10	2	30	3	11	-15	-10
O=C(NCc1n[nH]c(=S)n1-c1ccccc1)c1cccs1	7	-8	2	19	-3	15	-15	-5
CN(C)CCNC(=O)C(=O)Nc1cc2c3c(c1)CCN3C(=O)CC2	-8	-8	2	-6	-7	6	-8	7
C=CCNC(=S)Nc1cccc(N)c1	-6	0	1	0	10	10	0	-4
O=C1NC2(CCCc3ccccc32)C(=O)N1CCOc1ccc(Br)cc1 (stereo not drawn)	29	-1	1	-9	-1	18	-13	8
Cc1ccc(NC(=O)CSc2nnc(-c3cccnc3)s2)cc1	0	-5	3	34	-6	8	7	7

Next part:
SMILES	Apaf1 inhib	SENP8 block-1	SENP1 inh	PfG6PD inh	HKDC1 inh	SENP8 block-2	SENP6 block	SENP7 block
Cc1onc(-c2ccccc2)c1C(=O)N/N=C/c1cc2c(cc1Br)OCO2	21	-10	-15	-16	9	-5	3	-5
Cc1cc(C(=O)COC(=O)c2ccc[nH]c2=O)c(C)n1-c1ccc(Br)cc1	4	-1	-4	-16	-11	-1	-3	-3
Cn1c(=O)n(C)c2cc(S(=O)(=O)O)ccc21	-12	3	0	2	-6	24	-6	-1
CCN1CCN(Cc2ccc(NC(=O)c3ccc(C)c(NC(=O)c4csc(-c5ccncc5)n4)c3)cc2C(F)(F)F)CC1	59*	0	-4	41	6	2	-14	-1
CCc1ccc(NC(=O)CCCN2C(=S)NC(C)(C)CC2C)cc1 (stereo not drawn)	6	2	2	9	-8	4	10	4
CCCCNC(=O)c1c(CSc2ccccc2)noc1C(=O)NCc1ccccc1	23	-14	3	13	0	5	-14	17
CC(C)C(C)(C#N)NC(=O)CSc1nnc(-c2ccncc2)n1Cc1ccccc1 (stereo not drawn)	3	-1	-3	9	-1	4	-11	-4
NC1=NC(=O)/C(=C/c2ccccc2OS(=O)(=O)c2ccccc2)S1	-16	-11	1	9	-9	4	1	7
CC/C(=N\NC(=O)CSCc1ccccc1Br)c1ccc2c(c1)OCCO2	11	0	0	-3	1	8	-1	1
O=C(NCc1ccccc1)c1cccc(COc2ccc3c(c2)CCC3)c1	17	7	-5	9	4	-1	25	-1
Cc1sc2ncnc(SCC(=O)Nc3ncccc3O)c2c1C	8	5	32	12	11	-17	15	11
CCOc1nc(Nc2ccc(Cl)cc2)nc(OCC)n1	-4	7	1	2	3	8	17	2
Cc1c(NC(=O)COC(=O)COc2ccc(Nc3ccccc3)cc2)c(=O)n(-c2ccccc2)n1C	10	0	-5	29	-2	-5	-14	14
CCOC(=O)Nc1ccc2c(CN3CCN(S(=O)(=O)c4ccccc4F)CC3)cc(=O)oc2c1	19	3	-10	16	10	-385	-5	1
